Screening results (PubChem BioAssay)
CBFb RUNX1 block – blocks binding between human CBF-beta and RUNX1 | Q01196+Q13951 | AlphaScreen CBFb-His/RUNX1-biotin binding, biochemical | Potency, µM (titrated, usually from 59.8 µM), inactives show at the top dose activity, negative = inhibition, hits mostly inhibitors | 230,000 tested, under 10 active; further: % of control where 0% means no effect
Target sequence (Q01196 whole entry, looked up): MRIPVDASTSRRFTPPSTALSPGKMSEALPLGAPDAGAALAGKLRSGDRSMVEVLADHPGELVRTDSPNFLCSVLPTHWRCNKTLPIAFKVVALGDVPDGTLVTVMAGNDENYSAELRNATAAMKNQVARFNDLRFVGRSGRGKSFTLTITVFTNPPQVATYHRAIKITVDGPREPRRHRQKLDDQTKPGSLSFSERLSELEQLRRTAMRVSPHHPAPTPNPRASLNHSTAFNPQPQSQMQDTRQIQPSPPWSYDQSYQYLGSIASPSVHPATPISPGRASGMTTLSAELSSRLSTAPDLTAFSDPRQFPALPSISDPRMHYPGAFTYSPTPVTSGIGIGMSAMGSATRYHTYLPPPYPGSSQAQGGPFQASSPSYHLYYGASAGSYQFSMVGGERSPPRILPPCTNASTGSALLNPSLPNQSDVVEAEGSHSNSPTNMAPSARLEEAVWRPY
Target sequence (Q13951 whole entry, looked up): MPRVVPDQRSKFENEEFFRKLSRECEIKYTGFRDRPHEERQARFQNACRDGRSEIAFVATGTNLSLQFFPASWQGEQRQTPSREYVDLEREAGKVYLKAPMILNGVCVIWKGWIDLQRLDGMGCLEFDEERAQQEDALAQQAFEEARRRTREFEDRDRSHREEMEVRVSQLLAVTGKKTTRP
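AlphaScreen binding: CBFb-His and RUNX1-biotin (30 nM each) preincubated 20 min, compound added for 15 min, then nickel and streptavidin beads for 90 min, all at room temperature. Disruption of the interaction by any mechanism counts as activity.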
HTT aggregate – reduces HttQ103-GFP aggregates in PC12 cells; PC12 HttQ103-GFP aggregates, Acumen cytometry, 40 h; Potency, µM (doses to about 46.1 µM), without a hit: at the highest dose activity change, negative = inhibition, hits mostly inhibitors; AID 1688; hit rate 1.1% among 220,000; further: potency means the concentration at half of the fitted maximal effect; on the % scale 0 is the no-effect control and ±100 the full control effect; nearly all actives have a fitted effect of over 60% in size
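Compounds (qHTS titration) were added to PC12 cells expressing an ecdysone-driven HTT exon 1 Q103–GFP fusion after induction with 100 nM tebufenozide. Aggregate formation was measured as GFP objects in cell lysates.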
IMPase Li inh – IMPase inhibition in cells with lithium potentiation; Potency, µM (top dose mostly 59.4 µM), without a hit: at the highest dose activity, negative = IMPase inhibition, actives largely listed as inhibitors; CHO-M1 cells, IP1 TR-FRET (IP-One), carbachol + lithium; hit rate 0.35% among 210,000;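 further: IP1 builds up when IMPase is blocked and the TR-FRET signal falls; potency means the concentration at half of the fitted maximal effect; plate controls were basal vehicle for no effect and high inhibitor control for full effect; nearly all actives have a fitted effect of over 50% in size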
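Steps: plate 2000 CHO-M1 cells per well and culture 16–30 h; add compound and lithium; incubate 30 min, 37C; add d2-IP1 tracer and Eu cryptate anti-IP1 antibody in lysis buffer; read after 10 min at room temperature.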
KinaseGlo FLuc – blocks Kinase-Glo luciferase, a counter-screen artifact; Q27757; Kinase-Glo luciferase, ATP luminescence, 8 min; Potency, µM (highest dose often 38.3 µM), for inactives: top-dose activity change, negative = inhibition, usual class: inhibitors; hit rate 0.28% among 200,000; AID 1379; further: potency means the concentration at half of the fitted maximal effect; on the % scale 0 is the no-effect control and ±100 the full control effect; nearly all actives have a fitted effect of over 60% in size
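Kinase-Glo luciferase light output from ATP and luciferin was measured with 10 uM ATP, within the enzyme's linear range. Buffer: 50 mM imidazole pH 7.2, 50 mM KCl, 7 mM MgCl2, 0.01% Tween 20, 0.05% BSA; luminescence read after 8 min at ambient temperature.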
NPSR antagonist – blocks cAMP signaling of the human neuropeptide S receptor; Q6W5P4; CHO-NPSR cells, cAMP TR-FRET, antagonist mode; Potency, µM (doses to about 38.3 µM), inactives show top-dose activity change, negative = inhibition, most hits filed as inhibitors; hit rate 1% among 220,000; further: potency means the concentration at half of the fitted maximal effect; on the % scale 0 is the no-effect control and ±100 the full control effect; nearly all actives have a fitted effect of over 50% in size; many of its hits are not listed in these tables
Target sequence (Q6W5P4 whole entry, looked up): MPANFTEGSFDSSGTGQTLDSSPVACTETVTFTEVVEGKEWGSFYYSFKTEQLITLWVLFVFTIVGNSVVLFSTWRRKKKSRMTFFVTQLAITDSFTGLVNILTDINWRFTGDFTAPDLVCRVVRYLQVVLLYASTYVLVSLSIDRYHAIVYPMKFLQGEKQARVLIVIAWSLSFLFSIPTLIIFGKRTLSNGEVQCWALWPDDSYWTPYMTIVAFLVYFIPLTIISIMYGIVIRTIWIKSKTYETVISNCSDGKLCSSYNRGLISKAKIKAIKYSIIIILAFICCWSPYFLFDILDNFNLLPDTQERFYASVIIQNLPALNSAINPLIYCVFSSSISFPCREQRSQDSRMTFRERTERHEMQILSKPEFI
LMNA splice mod – modulators of lamin A splicing | HeLa LMNA splicing GFP/RFP minigene ratio, 48 h | Potency, µM (top dose mostly 46.1 µM), for inactives: top-dose ratio change, negative = inhibition, actives largely listed as inhibitors | hit rate 0.01% among 200,000 | AID 1487; active means well fitted inhibition curve with a large enough effect in the signal ratio, with a control signal flat, not every such curve was filed as active; inconclusive means small, poorly fitted or top-dose-only effect, or effect the other way, or a change in a side signal; the % refers to the signal ratio; further: potency means the concentration at half of the fitted maximal effect; on the % scale 0 is the no-effect control and ±100 the full control effect
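Read-out is the ratio of GFP to DsRed2 object intensity, acquired by 488 nm laser-scanning cytometry on HeLa lamin A-EGFP minigene reporter cells. Compound incubation 48 hrs at 37 °C in Opti-MEM with 2% FBS; DMSO 0.5% final.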
Epigenetic reg – epigenetic control regulation, reporter derepression. murine LDR cells, GFP reporter derepression, 30 h. Potency, µM (doses to about 53.9 µM), for inactives: top-dose GFP activation, most hits filed as activators. hit rate 0.2% among 280,000; further: potency means the concentration at half of the fitted maximal effect; % of control where 0% means no effect; nearly all actives have a fitted effect of over 60% in size
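Derepression of a silenced CMV-GFP reporter in murine LDR cells is scored by enumerating GFP-positive cells with a laser-scanning microplate cytometer after 30 hours of treatment at 37 C.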
An asterisk follows results filed as active; ? = inconclusive; · = no result given; & = joins results of further samples; [ ] = remark or other dose. Unless noted, the call rests on the fitted dose curve; in most records, active means well fitted curve in the direction sought with a large enough effect; inconclusive means small, poorly fitted or top-dose-only effect, or another doubt; inactive means no such curve, though single readings can be large; an effect the other way counts as inactive or inconclusive. Only part of the results is shown. The share of hits here may be higher or lower than overall.

#	molecule	IMPase Li inh	LMNA splice mod	NPSR antagonist	CBFb RUNX1 block	HTT aggregate	KinaseGlo FLuc	Epigenetic reg
1	COc1ccc(C(=O)N/C(=C\c2ccco2)C(=O)NC2CCS(=O)(=O)C2)cc1 (configuration not stated)	-8%	·	17%	-1%	6%	3%	-0.9%
2	CCCCC[C@H](CC(=O)NO)C(=O)N[C@H](C(=O)N1CCC[C@H]1CO)C(C)C	-8%	?	?	-15%	·	-2%	-1.2%
3	O=C(COC(=O)c1cc(=O)[nH]c2ccccc12)NC(=O)NC1CCCCC1	-1%[38.3 µM]	0%	?	2%	7%	0%	0.0%
4	Nc1ccc(NC(=S)Nc2ccccc2)cc1	·	-18%[46 µM]	-13%	-23%	18%[9.22 µM]	·	1.1%
5	Cc1cccc(-n2c(Cc3cc(=O)[nH]c(=O)[nH]3)nnc2SCC(=O)NCC2CCCO2)c1 (configuration not stated)	-5%[38.3 µM]	3%	0%[46.1 µM]	-5%	14%	-1%	-0.8%
6	Cc1nc2ccccc2cc1OCc1ccc(Cl)cc1	6%	?	-1%[46.1 µM]	25%	7.9µM*	2%	-0.9%
7	Cc1cc(C(=O)NCc2ccco2)on1	-20%[38.3 µM]	4%	-1%[46.1 µM]	-9%	-16%	3%	0.7%
8	COc1ccc(S(=O)(=O)N(C)CC(=O)Nc2ccc3c(c2)OCCO3)cc1OC	25%[38.3 µM]	-14%	-8%[46.1 µM]	8%	?	-1%	-3.8%
9	Cc1c(C)n(C(=O)CSc2nccn2C)c2ccccc12	-22%[38.3 µM]	4%	-7%[46.1 µM]	-12%	16%	2%	4.8%
10	COC(=O)COc1ccc(S(=O)(=O)Nc2cc([N+](=O)[O-])ccc2C)cc1	2%	-13%[46 µM]	-14%	-4%	3%	2%	1.7%
11	COC(=O)C1=C(C)NC(=S)NC1c1ccco1 (configuration not stated)	3%	·	19%	5%	10%	1%	-6.7%
12	COCCCNc1nc2nonc2nc1N1CCN2CCCC2C1 (configuration not stated)	·	·	23%	6%	11%[9.22 µM]	·	1.3%
13	Cc1cccc(NC(=O)CSc2nc(N)c(NC(=O)c3cccs3)c(=O)[nH]2)c1C	-4%	-4%	8%	9%[2.36 µM]	-9%	-1%	-0.9%
14	Cn1c(=O)c2c(nc(CN3CCN(Cc4ccccc4)CC3)n2Cc2ccc(F)cc2)n(C)c1=O	8%[38.3 µM]	-9%	-22%[46.1 µM]	7%	4%	0%	1.3%
15	CCCCCCc1cc2cc(-c3nnc(-c4ccccc4OC)o3)c(=O)oc2cc1O	26%[38.3 µM]	11%	?	20%	?	-5%	?
16	Cc1cccc(-c2ncc(CN3CCN(CC(C)C)C(CCO)C3)cn2)c1 (configuration not stated)	6%	?	-18%	10%	-5%	2%	1.5%
17	COc1ccc2c(c1)O[C@@H](c1cccc(C(F)(F)F)c1)[C@H](OC(=O)Nc1ccc(OC(F)F)cc1)C2=O	17%&13%	?	-26%	-4%&23%	2%	1%&1%	-1.1%&0.0%
18	CCCCNC(=O)CN(c1cccc(Br)c1)S(C)(=O)=O	5%	-1%	-10%[46.1 µM]	-9%	-4%	-1%	-1.2%
19	O=C(Nc1ccc(S(=O)(=O)NC2CCCCC2)cc1)c1ccc(Br)o1	21%[38.3 µM]	?	-21%[46.1 µM]	1%	-31%	-2%	-2.1%
20	Cc1ccc(-c2csc(N)n2)s1	3%[38.3 µM]	-21%	-5%[46.1 µM]	8%	12%	-9%	-0.2%
21	CC(=O)c1cc(-c2ccc(F)cc2)n(CCC(=O)NC(C)(C)C)c1C	?	·	-17%	5%	-20%	1%	-1.3%
22	CCCCC(=O)Nc1ccc(NC(=O)C2CC2)cn1	10%[38.3 µM]	2%	2%[46.1 µM]	-6%	21%	1%	-1.9%
23	CCNC(=S)NNC(=O)C1CCCCC1	6%[38.3 µM]	0%	2%[46.1 µM]	-3%	4%	-4%	0.1%
24	CCN(CC)CCCN1C(=O)CSC1c1ccc2c(c1)OCO2 (configuration not stated)	10%[38.3 µM]	5%	3%[46.1 µM]	1%	5%	-6%	-0.9%
25	CCN(CC)CC#CCC1(O)c2ccccc2-c2ccccc21	16%[38.3 µM]	10%	-2%[46.1 µM]	1%	9%	-3%	-0.3%
26	Cc1ccc(-c2csc(/C(C#N)=C(\O)CCl)n2)cc1	-3%	·	-51%	-11%	-14%	9%	-1.2%
27	CC(=O)Nc1ccc(NC(=S)NC(=O)c2ccc([N+](=O)[O-])cc2)cc1	5%	4%	3%	-6%	-10%	0%	-0.9%
28	COc1ccc(NC(=O)CCN2CC(C)OC(C)C2)c(OC)c1 (configuration not stated)	8%	-5%	1%	-1%	-7%	0%	-1.0%
29	COc1ccccc1NC(=O)N1CCC(C(=O)c2ccc(F)cc2)CC1	17%[38.3 µM]	-1%	-18%[46.1 µM]	4%	21%	-3%	-1.0%
30	Cc1cccc(NC(=O)COC(=O)Cc2cccc(C(F)(F)F)c2)c1C	-2%	-7%	28%	2%	11%	0%	0.0%

Some of these compounds in order of the CBFb RUNX1 block value, ascending:
nr | SMILES | CBFb RUNX1 block
4 | Nc1ccc(NC(=S)Nc2ccccc2)cc1 | -23%
28 | COc1ccc(NC(=O)CCN2CC(C)OC(C)C2)c(OC)c1 (configuration not stated) | -1%
29 | COc1ccccc1NC(=O)N1CCC(C(=O)c2ccc(F)cc2)CC1 | 4%

The listing picks up, repeating the four entries before the break.
#	molecule	IMPase Li inh	LMNA splice mod	NPSR antagonist	CBFb RUNX1 block	HTT aggregate	KinaseGlo FLuc	Epigenetic reg
27	CC(=O)Nc1ccc(NC(=S)NC(=O)c2ccc([N+](=O)[O-])cc2)cc1	5%	4%	3%	-6%	-10%	0%	-0.9%
28	COc1ccc(NC(=O)CCN2CC(C)OC(C)C2)c(OC)c1 (configuration not stated)	8%	-5%	1%	-1%	-7%	0%	-1.0%
29	COc1ccccc1NC(=O)N1CCC(C(=O)c2ccc(F)cc2)CC1	17%[38.3 µM]	-1%	-18%[46.1 µM]	4%	21%	-3%	-1.0%
30	Cc1cccc(NC(=O)COC(=O)Cc2cccc(C(F)(F)F)c2)c1C	-2%	-7%	28%	2%	11%	0%	0.0%
31	CCS(=O)(=O)Nc1ccc(-c2nnc(SCC(=O)c3cccc(OC)c3)o2)cc1	?	3%	-14%[46.1 µM]	0%	4%	-5%	1.2%
32	Cc1ccc(OCCCn2c(=O)sc3ccccc32)cc1	-9%[38.3 µM]	7%	-29%[46.1 µM]	29%	-10%	-3%	-0.1%
33	COc1cccc(N(CC(=O)NCCSc2ccc(Cl)cc2)S(C)(=O)=O)c1	42%[activator][38.3 µM]	-9%	-9%[46.1 µM]	-2%	-10%	-2%	-2.6%
34	O=C(C[n+]1ccc2ccccc2c1)c1ccccc1	·	·	-3%	8%	14%[9.22 µM]	·	2.5%
35	Cc1nc(NC(=O)/C=C/c2ccccc2)sc1C(=O)Nc1cccc(Cl)c1	-7%	-8%	-38%	12%	8%	0%	1.9%
36	COc1ccc(/C=C/C(=O)Nc2ccc(OC)nc2)cc1	-1%	?	0%	7%	21%	3%	0.0%
37	COc1ccc(C(=O)N2CCN(C3CCCCC3)CC2)c(OC)c1	8%[38.3 µM]	-2%	2%[46.1 µM]	4%	6%	5%	-1.0%
38	CCCCCCC(=O)N/N=C1\CCCc2ccccc21	4%	?	7%	12%	-21%	-1%	-0.8%
39	CS(=O)(=O)c1ccc(C(=O)NCCN2C(=O)S/C(=C\c3cccnc3)C2=O)cc1[N+](=O)[O-]	15%	?	-33%	3%	?	-3%	0.9%
40	COc1cccc(C(=O)Nc2ccccc2N2CCOCC2)c1	19%[38.3 µM]	0%	-11%[46.1 µM]	8%	-4%	0%	-1.1%
41	COc1ccc(CN(CC2CCCO2)S(=O)(=O)c2ccc(-n3cnnn3)c(OC)c2)cc1 (configuration not stated)	10%	0%[46 µM]	27%	1%	?	-1%	0.0%
42	Cc1ccc(S(=O)(=O)CC(O)COc2ccc(C#N)cc2)cc1 (configuration not stated)	-4%	13%[46 µM]	-4%	3%	-8%[9.22 µM]	0%	-0.2%
43	N#Cc1nc(-c2ccc(Cl)cc2)oc1NCc1cccc2c1OCO2	-1%[38.3 µM]	21%	-13%[46.1 µM]	-13%	-7%	9%	-0.7%
44	CN1/C(=C\C=C2/SC(=S)NC2=O)C(C)(C)c2ccccc21	27%	-9%[46 µM]	?	?	-21%[9.22 µM]	-13%	?
45	Cc1ccc(-c2csc(NC(=O)CN3C(=O)CCC3=O)n2)cc1	5%	·	17%	-6%	23%	-5%	0.9%
46	O=C(O/N=C/c1ccc2c(c1)OCO2)c1ccc([N+](=O)[O-])cc1	-2%	19%[46 µM]	6%	-1%	5%	-2%	-0.1%
47	CC(C)C(C(=O)NCC1CCCO1)N(Cc1ccco1)C(=O)CNS(=O)(=O)c1ccccc1 (configuration not stated)	-4%[38.3 µM]	2%	-4%[46.1 µM]	8%	6%	-1%	-0.2%
48	COc1ccc(/C=N/N2C(=N)SCC2=O)cc1	·	·	12%	13%	11%[9.22 µM]	·	-3.1%
49	O=C(COc1cccc(Br)c1)N/N=C1\CCSC1	14%	-3%[46 µM]	-3%	-2%	0%	5%	1.7%
50	CSc1cccc(NC(=O)CN(C)S(=O)(=O)c2ccc(F)cc2)c1	22%[38.3 µM]	5%	-11%[46.1 µM]	8%	-5%	3%	1.1%
51	CC(C)(C)c1cnnn1-c1cccc([N+](=O)[O-])c1	5%	·	-12%	5%	-9%[9.22 µM]	-2%	0.0%
52	Nc1ccccc1C(=O)NCc1ccc(Cl)cc1	-2%	-8%	6%	3%	10%	-2%	1.1%
53	CCOc1cc(CNCCc2ccccc2)ccc1OCC(=O)NC(C)(C)C	-8%	-6%	44%	0%	-12%	1%	-1.0%
